Giardia kill: Small Molecules that selectively kill Giardia lamblia: qHTS; Giardia lamblia trophozoite viability; 340,000 tested, 0.15% active; activity change, % at 7.66 µM, hits read low; AID 540267, 2011; in the data active means activity change below about -80%; inconclusive means between about -30% and that limit;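 further: parasites exposed to compound for two days anaerobically before the ATP read; on the % scale 0 is the no-effect control and ±100 the full control effect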
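Viability, read as ATP luminescence: trophozoites at 100 cells/well, compound added, 48 hrs anaerobic at 37 deg C, then 15-30 min room-temperature development before reading.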
BRCA1 expr up: qHTS Assay to Identify Small Molecule Activators of BRCA1 Expression. AID 624202, 2012. 380,000 tested, 1.1% active. Potency, µM (doses to about 46.1 µM), for inactives: at the highest dose activation, most hits filed as activators. MCF7-BRCA1-FFLuc reporter, luminescence, 48 h; response scale: scaled: vehicle 0%, 10 µM genistein 100%; active means well fitted activation curve with a large enough effect; inconclusive means small, poorly fitted or top-dose-only effect; inactive means no such curve, though single readings can be large or run the other way; further: potency means the concentration at half of the fitted maximal effect; nearly all actives have a fitted effect of over 80% in size; some results filed as inactive show a strong effect at the top dose
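Luminescence from a BRCA1-driven firefly luciferase in MCF7 cells was read after 48 h compound exposure at 37 C. Data normalized against DMSO and a 10microM genistein activation control, then curve-fitted across the titration.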
* hit, by the source's call; u = inconclusive; [ ] = dose if it differs, or a comment.

Each structure is followed by: BRCA1 expr up | Giardia kill
- CNC(=O)c1ccc2nc(-c3cccc(C)c3)c(-c3cccc(C)c3)nc2c1
    -1.2% | 8.4
- O=C1CCC[C@@H]2Cc3nc4ccc(O)cc4cc3[C@@H]3CCN1[C@H]23
    0.0% | 4.0
- CCCC1OC(c2ccco2)OCC1CC (centres undefined)
    -10.4% | -22.5
- COc1ccc(CN(C)C(=O)c2ccc(NC(=O)CC3SC(N4CCCCC4)=NC3=O)cc2)c(OC)c1 (centres undefined)
    -20.3% | -4.7
- CCCOc1cc2c(C#N)c(N3CCCC3)nc(N)c2c(N)n1
    0.0% | 25.2
- OCC(O)C1OCOC(C(O)CO)C1O (centres undefined)
    -8.6% | 2.3
- COc1ccc(-c2cc(=O)c3c(C)cc(O)cc3o2)cc1
    u | 1.9
- Oc1ccccc1C1C=C(c2ccc3c(c2)OCO3)NC(c2ccc(F)c(Br)c2)N1 (centres undefined)
    -2.1% | -10.7
- Cc1nc2c(O)c3c(c(O)c2nc1C)C1C=CC3CC1
    -84.9% | -3.8
- COc1ccc(N(C(=O)c2ccco2)C(C(=O)NC2CCCCC2)c2ccccc2)cc1 (centres undefined)
    1.4% | -14.7
- O=C(NCc1cccnc1)[C@@H]1CC=C[C@@H]2CCN(Cc3ccc(Cl)c(Cl)c3)C(=O)[C@@H]21
    -9.3% | 14.9
- CC(=O)Oc1ccc(C(=O)COC(=O)CNC(=O)COc2ccccc2C)cc1
    12.6% | u
- CSc1cc(SC)ncn1
    2.0% | 10.9
- CC(c1cccnc1)N(CCN(C)C)C(=O)Nc1ccc(Cl)c(Cl)c1 (centres undefined)
    -10.9% | 2.0
- CC/C(=N/NC(=O)c1ccc2c(c1)OCO2)c1ccccc1O
    -51.1% | 2.6
- Cc1ccc2nc(-c3ccc(NC(=O)C(C)Sc4nncs4)cc3)sc2c1 (centres undefined)
    -49.7% | -1.2
- CNC(C)C#Cc1ccc2c(=O)c3ccccc3oc2c1 (centres undefined)
    40.1% | -3.5
- COc1ccccc1C/C(N)=N/OC(=O)COc1ccc(C)cc1C
    -4.5% | 16.6
- NC(=O)Cn1nc(-c2ccccc2)nc1-c1ccccc1
    1.6% | 8.6
- O=C1N[C@@H](Cc2c[nH]c3ccccc23)C(=O)N[C@H]1Cc1ccccc1
    8.9% | -24.2
- CC(C)C[C@@H](CO)NS(=O)(=O)c1cc(Cl)ccc1F
    10.0% | -8.5
- O=C(O)c1ccccc1CC(CCc1ccccc1)C(=O)O (centres undefined)
    -9.9% | -12.9
- Cc1ccc(Cc2ccccc2C(=O)O)cc1
    -22.7% | 17.9
- OC(CSc1ccccc1)CN1CCN(c2ccccc2)CC1 (centres undefined)
    2.4% | -19.3
- CC(=O)Nc1ccc2c3c(cccc13)CC2
    -62.5% | 17.0
- O=C(NN=Cc1ccccc1O)C(O)(c1ccccc1)c1ccccc1
    -83.2% | -9.8
- CCC(CC)C(=O)OCC(=O)C1(O)CCC2C3CCC4=CC(=O)CCC4(C)C3C(O)CC21C (centres undefined)
    -34.9% | 16.0
- CCOc1cc(N2CCOCC2)c(OCC)cc1NC(=O)c1ccc(S(=O)(=O)N2CC(C)OC(C)C2)cc1 (centres undefined)
    -4.2% | -26.7
- CC12CCCCC1C(C(N)=O)C(=O)O2 (centres undefined)
    -16.0% | -15.9
- CCCC(=O)c1ccc(OCc2cn(CC(=O)c3ccc(O)cc3)nn2)cc1
    9.7% | 1.4
- O=C(Cc1cccc(NC(=O)C2CCN(C(=O)C3CCCC3)CC2)c1)Nc1cccc(C(=O)N2CCCCC2)c1
    15.2% | 0.7
- COc1cc(CCC(=O)OCC(=O)Nc2cc(S(=O)(=O)N3CCOCC3)ccc2Cl)cc(OC)c1OC
    -13.0% | 18.3
- CN(C)/C=N/c1nc2c(ncn2C2CC(O)C(CO)O2)c(=O)[nH]1 (centres undefined)
    5.6% | 6.7
- O=C(O)C(Cc1cccs1)c1cccs1 (centres undefined)
    5.1% | 9.0
- Cc1ncnc(N)c1CCCNc1ccccc1
    -4.2% | -2.7
- Cc1cc(C)nc(SCC(=O)N2CCc3ccccc32)n1
    5.62µM* | -5.7
- Nc1cc(Cl)cc2c1-c1ccc(Cl)cc1C2O (centres undefined)
    16.3% | 4.4
- COc1cccc(SCc2noc(C(=O)NCCC(C)C)c2C(=O)NCCC(C)C)c1
    -27.2% | 6.6
- CN1CCc2c(sc3c2C(=O)NC(/C=C/c2ccco2)N3)C1 (centres undefined)
    -1.3% | -0.8
- O=c1[nH]cnc2c1ncn2C1OCC(O)C(O)C1O (centres undefined)
    10.7% | -12.4

Record cards, as listed above.
Cc1ccc(Cc2ccccc2C(=O)O)cc1 across the screens: BRCA1 expr up = -22.7%; Giardia kill = 17.9
Cc1cc(C)nc(SCC(=O)N2CCc3ccccc32)n1 across the screens: BRCA1 expr up = 5.62µM*; Giardia kill = -5.7

19 entries from above, reformatted:
Molecule,BRCA1 expr up,Giardia kill
CNC(=O)c1ccc2nc(-c3cccc(C)c3)c(-c3cccc(C)c3)nc2c1,-1.2%,8.4
O=C1CCC[C@@H]2Cc3nc4ccc(O)cc4cc3[C@@H]3CCN1[C@H]23,0.0%,4.0
CCCC1OC(c2ccco2)OCC1CC (centres undefined),-10.4%,-22.5
COc1ccc(CN(C)C(=O)c2ccc(NC(=O)CC3SC(N4CCCCC4)=NC3=O)cc2)c(OC)c1 (centres undefined),-20.3%,-4.7
CCCOc1cc2c(C#N)c(N3CCCC3)nc(N)c2c(N)n1,0.0%,25.2
OCC(O)C1OCOC(C(O)CO)C1O (centres undefined),-8.6%,2.3
COc1ccc(-c2cc(=O)c3c(C)cc(O)cc3o2)cc1,u,1.9
Oc1ccccc1C1C=C(c2ccc3c(c2)OCO3)NC(c2ccc(F)c(Br)c2)N1 (centres undefined),-2.1%,-10.7
Cc1nc2c(O)c3c(c(O)c2nc1C)C1C=CC3CC1,-84.9%,-3.8
COc1ccc(N(C(=O)c2ccco2)C(C(=O)NC2CCCCC2)c2ccccc2)cc1 (centres undefined),1.4%,-14.7
O=C(NCc1cccnc1)[C@@H]1CC=C[C@@H]2CCN(Cc3ccc(Cl)c(Cl)c3)C(=O)[C@@H]21,-9.3%,14.9
CC(=O)Oc1ccc(C(=O)COC(=O)CNC(=O)COc2ccccc2C)cc1,12.6%,u
CSc1cc(SC)ncn1,2.0%,10.9
CC(c1cccnc1)N(CCN(C)C)C(=O)Nc1ccc(Cl)c(Cl)c1 (centres undefined),-10.9%,2.0
CC/C(=N/NC(=O)c1ccc2c(c1)OCO2)c1ccccc1O,-51.1%,2.6
Cc1ccc2nc(-c3ccc(NC(=O)C(C)Sc4nncs4)cc3)sc2c1 (centres undefined),-49.7%,-1.2
CNC(C)C#Cc1ccc2c(=O)c3ccccc3oc2c1 (centres undefined),40.1%,-3.5
COc1ccccc1C/C(N)=N/OC(=O)COc1ccc(C)cc1C,-4.5%,16.6
NC(=O)Cn1nc(-c2ccccc2)nc1-c1ccccc1,1.6%,8.6

The list goes on:
Each structure is followed by: BRCA1 expr up | Giardia kill
- CN(Cc1ccccc1)Cc1nc2c(c(=O)n(C)c(=O)n2C)n1CCc1ccccc1
    -31.3% | -5.3
- CCC(=O)Nc1c(C#N)c2nc3ccccc3nc2n1-c1ccc(C)cc1
    -3.8% | -0.8
- CCCN1CNc2c(c(=O)[nH]c(=S)n2CCc2ccccc2Cl)C1
    32.3% | 15.7
- O=C(NCc1ccccc1)C1=C[C@H](c2ccc3c(c2)OCO3)C[C@H](OCc2ccc(CO)cc2)O1
    9.9% | 4.0
- CCn1c(SCc2c(Cl)cccc2Cl)nc2nc3c(cc2c1=O)CCCC3
    -38.6% | -4.6
- O=C1NC(=NCc2ccccc2)NC1(c1ccccc1)c1ccccc1
    -27.2% | -7.8
- Cc1ccc(Cn2c(C3CCCN3c3nc(-c4cc(Cl)c(N)c(Cl)c4)cs3)nc3cc(C(=O)NCCCO)ccc32)cc1 (centres undefined)
    -51.6% | -1.1
- CCn1ncc(C(=O)Nc2ccc([N+](=O)[O-])cc2OC)c1C
    -14.9% | 3.8
- Cc1ccc(C)c(NC(=O)CC2Sc3ccccc3NC2=O)c1 (centres undefined)
    -26.4% | -4.4
- CC(=O)Nc1ccc2c(c1)-c1ccc(F)cc1C2
    -32.8% | 3.3
- Cc1cc(C)c(S(=O)(=O)N2CCN(C(=O)c3c(C)nn(-c4ccccc4)c3Cl)CC2)c(C)c1
    -54.8% | -18.0
- COc1ccccc1NS(=O)(=O)c1cc(C(=O)NC2CCN(Cc3ccccc3)CC2)ccc1C
    -17.8% | 8.7
- O=C(NCc1ccc2c(c1)OCO2)c1cc(-c2ccccc2)nn1CC1CC(c2cccnc2)=NO1 (centres undefined)
    -8.9% | 7.8
- COc1ccc(S(=O)(=O)N2CCCCC2)cc1NC(=O)c1cccc(S(=O)(=O)N2CC(C)OC(C)C2)c1 (centres undefined)
    -17.3% | u
- CCOC(=O)C[C@H]1c2cc(F)ccc2S(=O)(=O)N1c1ccccc1
    3.7% | -1.9
- C=CCn1c(SCC(=O)NCc2ccco2)nc2sc(C)c(C)c2c1=O
    21.2% | -0.6
- CN=c1sc2c(n1C)C(=O)c1ccccc1C2=O
    -81.0% | u
- Cc1cc(CCNC=O)c(C)c2c1sc1ccccc12
    33.9% | 11.5
- O=C(Cc1cccc(NC(=O)C2CCN(C(=O)CCc3ccccc3)CC2)c1)Nc1cccc(C(=O)N2CCCCC2)c1
    -19.8% | 54.6[activator]
- O=C(O)C[C@H]1c2cc(F)ccc2S(=O)(=O)N1Cc1ccccc1
    -4.0% | 9.4
- CCN(c1ccccc1)S(=O)(=O)c1ccc(OCC(F)(F)F)c(NC(=O)c2ccc(=O)[nH]c2)c1
    -0.7% | -5.1
- C=CCCC(=O)N1C[C@H]2CON(C)[C@H]2C[C@H]1c1cccc(Nc2ccccc2)c1
    8.8% | 9.0
- CN1C[C@@H]2[C@@H]3C(=O)N(C)C(=O)[C@@H]3[C@](C)(C1=O)N2C(=O)c1ccc(C(F)(F)F)cc1
    0.0% | 5.6
- Cc1c(C(=O)O)sc(S(=O)(=O)N2CCN(C(=O)CC(C)c3ccccc3)CC2)c1C(=O)O (centres undefined)
    21.4% | -5.1
- Cn1ccnc1SCC(=O)c1ccc(F)cc1
    70.4% | 17.7
- COc1ccc(/C=C/C(=O)OCC(=O)N2CCN(S(=O)(=O)c3ccc(C)cc3C)CC2)cc1OC
    3.9% | 14.0
- Oc1cccc2c3c(oc12)CCCC3
    34.3% | 4.6
- CCCCN(C(=O)c1ccc(S(=O)(=O)N(C)c2ccccc2)cc1)c1c(N)n(CCC)c(=O)[nH]c1=O
    1.0% | -1.6
- O=S(=O)(c1cccc2ccccc12)N1CCN(c2nc(-c3cccs3)nc3ccccc23)CC1
    -0.8% | 6.9
- O=[N+]([O-])c1ccc(Nc2nc(N3CCOCC3)nc(N3CCOCC3)n2)cc1
    -17.1% | 21.2
- O=[N+]([O-])c1ccc(O)c(CNCc2ccccc2)c1
    11.1% | -3.3
- O=S1(=O)c2ccccc2C(O)(c2ccccc2)c2ccccc21
    -12.5% | 11.1
- CC1CCCC(NC(=O)/C=C/c2c(F)cccc2Cl)C1C (centres undefined)
    11.2µM* | -8.9
- COc1ccccc1N(CC(=O)Nc1c(C)n(C)n(-c2ccccc2)c1=O)S(=O)(=O)c1ccccc1
    12.6% | 2.3
- O=C(/C=C/c1ccc([N+](=O)[O-])cc1)c1ccccc(=O)c1O
    -85.8% | 4.2
- CC(=O)C1(C)C(=O)N(c2ccc(F)cc2)C(=O)N1c1ccc(F)cc1 (centres undefined)
    -2.5% | 5.9
- COc1cc2c3nc4n(c(=O)c3n(CC(=O)N3CCCC3)c2cc1OC)CCS4
    -0.9% | u
- CCO[C@H]1OC(C(=O)O)=C[C@@H](C(C)(C)C)[C@@H]1CCCO
    0.0% | 0.3
- COc1cc(CN(C)C(=O)C2CCN(S(=O)(=O)c3cccs3)CC2)ccc1OC(F)F
    -26.4% | -6.2
- OC(CCCC(O)c1ccccc1)c1ccccc1 (centres undefined)
    -3.4% | -16.1
- COCCNC(=O)c1cc(-c2ccccc2)nn1CC1CC(c2cccnc2)=NO1 (centres undefined)
    -0.7% | 2.6
- CN(C)c1ccc(/C=C/C(=O)c2ccc(O)cc2)cc1
    71.5% | -12.9
- Cc1c(C=O)cnn1CCC(=O)O
    -3.3% | 15.7
- CCN(CC(=O)NCc1cccs1)C(=O)c1cccc(S(=O)(=O)Nc2ccc(F)cc2)c1
    -14.3% | -6.9
- Cc1ccc(S(=O)(=O)N2CCCCC2)cc1NC(=O)COC(=O)CN1C(=O)NC2(CC(C)CC(C)(C)C2)C1=O (centres undefined)
    6.6% | -20.3
- CC(=O)NC(C)(CC(=O)c1ccccc1)c1ccccc1 (centres undefined)
    -2.7% | 31.6[activator]
- Cc1cccc(NS(=O)(=O)c2ccc(C)c(C(=O)NC3CCN(Cc4ccccc4)CC3)c2)c1
    -27.7% | -5.7
- O=C(O)c1ccc(C=NN=C2c3ccccc3-c3ccccc32)cc1
    -33.8% | 0.5
- CC1(C)C2CC[C@]3(C)C(CC=C4[C@@H]5C[C@@](C)(CO)[C@@H](O)C[C@]56C[C@@H](OC6=O)[C@]43C)[C@@]2(C)CC[C@@H]1O (some centres undefined)
    -2.9% | -15.1

Compound activity: PubChem, National Center for Advancing Translational Sciences (NCATS)

A portion of the library; count on the stated rates, not on these rows.
